# Source: PubChem (several laboratories)
# PKA-R2B act: PKA-R2B complex activation | P22694+P31323 | PKA-R2B holoenzyme dissociation, Cy5-IP20 fluorescence polarization; R2B truncated from residue 108, S112A mutant; 0% DMSO only, 100% 113 µM cGMP | activation, % at 11.4 µM | hit rate 0.079% among 340,000 | AID 504700;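 active = activation above a cutoff set at the mean over all compounds plus 3 SD, cut at about 18% in these data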;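 also: higher means more holoenzyme dissociation and a rise in polarization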
# phage Ecoli inh: E. coli growth loss with phage present. AID 651602. inhibition, % at 11.9 µM. growth absorbance. hit rate 0.26% among 360,000; in the data active = inhibition above about 11%
# OPRM1-OPRD1 inv: inverse agonists of human mu-delta opioid receptor heterodimerization | cell-based MOR-DOR heterodimer luminescence, inverse agonism | inhibition, % at 9.3 µM | hit rate 0.21% among 340,000 | AID 504357; in the data active = inhibition above about 22%, passing the limit was not always enough;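 also: 0% = cells with DMSO and 100% = wells without cells with DMSO; values of inactives mirror those of a sister screen read the other way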
# Target sequence (P35372 whole entry, looked up): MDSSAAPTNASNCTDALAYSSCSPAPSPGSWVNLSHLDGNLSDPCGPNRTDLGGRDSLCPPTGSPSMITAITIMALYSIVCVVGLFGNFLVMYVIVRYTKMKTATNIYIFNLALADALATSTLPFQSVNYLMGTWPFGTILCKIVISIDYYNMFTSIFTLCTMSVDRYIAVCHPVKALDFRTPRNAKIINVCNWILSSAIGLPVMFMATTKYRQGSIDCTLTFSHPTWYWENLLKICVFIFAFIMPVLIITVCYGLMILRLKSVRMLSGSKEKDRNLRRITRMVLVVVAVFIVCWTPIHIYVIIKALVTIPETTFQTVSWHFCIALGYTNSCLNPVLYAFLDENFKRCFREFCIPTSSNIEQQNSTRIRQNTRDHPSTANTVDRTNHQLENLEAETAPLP
# Target sequence (P41143 whole entry, looked up): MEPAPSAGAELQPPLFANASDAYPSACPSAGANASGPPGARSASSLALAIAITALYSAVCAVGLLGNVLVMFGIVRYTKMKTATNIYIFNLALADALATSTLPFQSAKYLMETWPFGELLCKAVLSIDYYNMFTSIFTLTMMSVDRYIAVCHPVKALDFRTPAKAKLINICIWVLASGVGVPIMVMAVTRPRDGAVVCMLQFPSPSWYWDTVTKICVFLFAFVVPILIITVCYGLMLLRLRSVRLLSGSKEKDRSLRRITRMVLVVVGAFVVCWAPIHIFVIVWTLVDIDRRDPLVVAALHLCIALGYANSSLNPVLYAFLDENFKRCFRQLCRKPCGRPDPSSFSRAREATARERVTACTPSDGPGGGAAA
# Mot1-301 SUMO: blocks SUMOylation pathway, rescuing yeast Mot1-301 growth. S. cerevisiae Mot1-301 growth rescue, ATP luminescence, 38.5C; percent above DMSO median, 100 means doubled. growth rescue, % at 18.8 µM. hit rate 1% among 320,000. AID 2716;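 active = every valid replicate shows activation above 250% relative to neutral control wells; inactive = the rest, any valid replicate at or below 250%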;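 also: OY570 slx delta 5 strain wells were the positive control but not used for scaling; some compounds called inactive have numbers as strong as hits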
# PKA-R1A act: PKA-R1A complex activation; P00514+P68181; PKA-R1A dissociation, Cy5-IP20 fluorescence polarization; scaled: DMSO 0%, 113 µM cGMP 100%; activation, % at 11.4 µM; hit rate 0.083% among 340,000; AID 504707;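 active = percent activation above the mean of all tested compounds plus 3 SD, cut at about 19% in these data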;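 also: higher means more PKAc released from R1A so a rise in polarization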
# Tat transport: inhibitors of E. coli Tat protein transport; E. coli MC4100 TorA-mCherry Tat export, fluorescence; inhibition, % at 10 µM; hit rate 0.036% among 340,000;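 active = mean replicate inhibition at least 50% and at least half of replicates individually reaching 50%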;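 also: exported cargo escapes ClpAP degradation while cytoplasmic cargo is degraded and loses fluorescence; 0% = median of neutral control wells and 100% = median of NaSCN control wells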
# AddAB inh: less growth of phage-infected E. coli with AddAB; E. coli expressing H. pylori AddAB, absorbance growth; inhibition, % at 11.9 µM; hit rate 0.29% among 330,000; AID 435030; in the data active = inhibition above about 12%;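 also: 0% = vehicle wells of infected cells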
# E coli growth: counter-screen for AddAB inhibitors: E. coli growth inhibition. hit rate 0.27% among 330,000. AID 449728. inhibition, % at 11.9 µM. E. coli V3065 growth, OD600 absorbance, 18 h;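 active = inhibition above the campaign's mean inhibition across all tested compounds plus 3 SD, cut at about 9.9% in these data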;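 also: uninfected addAB+ strain grown without phage in ampicillin broth; 0% = DMSO wells and 100% = ciprofloxacin 0.95 µg/ml wells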
# MOR-DOR ag: agonists of human mu-delta opioid receptor heterodimerization. cells, OPRM1-OPRD1 heterodimerization, luminescence. hit rate 0.3% among 340,000. activation, % at 9.3 µM. P35372+P41143; in the data active = activation above about 18%;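 also: 0% = vehicle-treated cells and 100% = reference agonist; values of inactives mirror those of a sister screen read the other way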
# HTR5A inv ctr: inverse agonist of human HTR5A in OPRM1-OPRD1 counter-screen. P47898. HTR5A cell line, luminescence, inverse agonism. inhibition, % at 9.3 µM. hit rate 0.083% among 340,000. AID 504634; in the data active = inhibition mostly above about 23%, no sharp cut-off; inactive = mostly below about 18%;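 also: 0% = cells with DMSO and 100% = no-cell wells with DMSO; some compounds called inactive have numbers as strong as hits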
# PfHsp90 yeast 2: inhibits growth of yeast expressing Plasmodium falciparum Hsp90; hit rate 0.32% among 310,000; S. cerevisiae expressing PfHsp90, BacTiter-Glo ATP, 48 h; yeast lacking PDR1 and PDR3 efflux regulators; inhibition, % at 9.4 µM;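 active = every replicate shows inhibition above about 80%, whatever the replicate mean, limit read from the data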;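 also: 0% = DMSO neutral controls and 100% = 20 µM radicicol positive controls; yeast relying on Plasmodium falciparum Hsp90 in place of its own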
# An asterisk follows results filed as active; nt = no result given.
SMILES,PKA-R2B act,phage Ecoli inh,OPRM1-OPRD1 inv,Mot1-301 SUMO,PKA-R1A act,Tat transport,AddAB inh,E coli growth,MOR-DOR ag,HTR5A inv ctr,PfHsp90 yeast 2
COc1ccc(NC(=O)COC(=O)Cc2ccc(Br)cc2)cc1,-17,6.2,-15,10,-6,-5,2.2,0.3,2.9,20,-31
CCN(CC)C(=O)C(=O)c1cccn1-c1ccc(C#N)cc1,1,3.4,15,-13,2,10,-1.5,-0.2,-3.0,7,-9
COc1ccc(CCN=c2c([N+](=O)[O-])nn(-c3cccc(C)c3)n2O)cc1OC,-6,1.7,-59,20,-7,0,2.7,3.0,12,-4,-11
Cc1noc(C)c1COc1ccccc1C(=O)NC(C)CCc1ccccc1 (stereo unspecified),-8,4.0,1,nt,-11,9,nt,nt,-0.1,3,-6
CCOc1cc(C2NC(=O)NC(C)=C2C(=O)NCc2ccccc2)c(Cl)cc1O (stereo unspecified),-2,0.7,-6,74,-1,2,-0.9,-0.9,1.2,-21,-31
COC(=O)c1cc(OC)c(OCc2cc(C(=O)OC)oc2C)c(OC)c1,-3,1.3,15,0,-3,1,0.8,-0.8,-2.5,8,-16
c1ccc(CSc2nnc3c(n2)OC(c2ccco2)Nc2ccccc2-3)cc1 (stereo unspecified),-4,nt,-4,11,-5,0,-0.5,-1.9,0.8,-11,0
Oc1ccccc1C=NCCN1CCN(CCN=Cc2ccccc2O)C1c1ccccc1O (stereo unspecified),-10,4.1,-1,nt,-6,-2,nt,nt,0.2,3,15
CCOC(=O)C1=C(C)NC2=C(C(=O)c3ccccc32)C1c1ccc(O)cc1 (stereo unspecified),-8,-0.4,5,218,1,14,4.5,1.8,-0.8,-1,-63
Cc1sc(N)nc1C12CC3CC(CC(C3)C1)C2,0,2.3,-39,-1,-10,-12,0.9,-0.4,8.6,15,-31
CN(C)N=Nc1ccc(S(=O)(=O)NC(Cc2ccccc2)C(=O)O)cc1 (stereo unspecified),13,0.4,11,6,0,-2,1.6,-0.7,-2.3,21,-11
O=C(OC1CCN(c2ncc(C(F)(F)F)cc2Cl)CC1)c1ccc(Cl)cc1,-12,2.3,14,-9,-6,-6,2.3,2.4,-2.7,-12,20
COC(=O)C(Cc1c[nH]c2ccccc12)NC(=O)c1cc(-c2ccc(OC)c(OC)c2)oc1C (stereo unspecified),0,1.4,0,-2,-6,-1,0.3,-1.0,0.0,-12,-9
Cc1ccc(C(=O)CN2C(=O)C(C)Oc3ccccc32)cc1 (stereo unspecified),-4,3.6,8,14,-1,2,-0.9,0.4,-1.6,-17,27
C#CCOCCOCCOCCNc1nc(N2CCN(C(=O)[C@H](CCCCN)n3cc(CCCC)nn3)CC2)nc(N2CCN(C(=O)[C@H](Cc3ccc(O)cc3)n3cc(CCO)nn3)CC2)n1,0,nt,12,-15,-2,-1,-1.5,-4.7,-2.1,10,6
CN(CC(=O)Nc1cccc(F)c1)C(=O)c1cn2ccccc2n1,4,3.4,10,10,-5,2,0.4,1.1,-2.4,-36,33
COc1ccccc1CC(=O)NCc1nn(-c2ccccc2)nc1C,12,0.8,7,-8,2,0,1.7,-1.0,-1.3,13,6
COc1ccccc1CNC(=O)COc1ccc(S(=O)(=O)N2CCCC2)cc1,-4,3.5,8,-3,-5,-6,3.1,-0.1,-1.4,-19,2
Cc1cccc(S(=O)C(c2ccccc2)c2ccccc2)c1 (stereo unspecified),-3,2.5,12,nt,4,-6,nt,nt,-2.2,-22,nt
CCCCCn1c(=O)[nH]c2cc(C(=O)N3CCN(c4ccccc4F)CC3)ccc2c1=O,-15,1.5,-6,-6,-6,34,1.2,-1.6,0.7,15,-41
O=C(OCc1nc2ccccc2s1)c1ccc(Br)s1,-13,2.8,-61,22,-9,-2,1.1,3.2,11,-15,-7
CC(=O)NC1=NN(C(C)=O)C(C)(c2ccccn2)S1 (stereo unspecified),-1,1.6,21,222,0,-5,4.9,1.5,-4.1,-4,-9
NC(=O)c1ccc(NC(=O)COC(=O)C2CCN(S(=O)(=O)c3cccs3)CC2)cc1,9,-2.5,18,-12,-1,-6,1.7,-0.9,-4.2,5,nt
Cc1ccc(-n2nnnc2-c2cccs2)cc1[N+](=O)[O-],-4,0.3,6,33,-1,-4,5.4,-0.8,-1.1,4,9
CCN1/C(=C/c2cc[n+](C)cc2)C=Cc2cc(C)ccc21,-11,1.8,2,-21,-5,-9,-0.8,0.0,-0.3,-20,-3
Cc1nnc(NC(=O)CSc2nccn2C)s1,-2,3.2,1,43,9,-3,1.6,-1.0,-0.2,-6,-3
Cc1nnc2c3ccccc3c(-c3ccccc3)nn12,-1,1.6,17,-14,-12,9,0.6,-1.8,-2.8,-46,6
N#CCn1cnc2c(oc3ccccc32)c1=O,-1,nt,8,-29,8,-1,1.3,-0.5,-1.6,-8,-33
O=C(CCc1nc2ccccc2c(=O)[nH]1)Nc1ccc(Cl)c(Cl)c1,-1,3.4,8,1,-13,-10,4.8,2.2,-1.6,-15,9
COc1ccc(C(=O)Nc2ccccc2C(=O)NC(Cc2ccc(O)cc2)C(=O)NNC(=O)c2ccccc2Cl)cc1 (stereo unspecified),0,2.6,10,-21,10,-1,1.0,-0.4,-1.9,13,-9
O=C(COc1ccc(Br)cc1Br)NC(=S)N1CCCc2ccccc21,3,nt,-5,-13,-22,-8,2.1,1.2,0.8,-15,nt
CC(=O)Nc1ccc(NC(=O)COC(=O)/C=C/c2ccc3c(c2)OCO3)cc1,7,1.6,10,15,2,0,-2.8,-3.9,-2.5,7,8
CC(=O)C1=C(O)C(=O)N(c2ccc(O)cc2)C1c1cccc([N+](=O)[O-])c1 (stereo unspecified),11,-1.4,4,3,-4,12,3.2,-0.5,-0.8,-28,-13
Clc1ccc(C2=CSC3=NCCN23)cc1Cl,7,4.5,5,4,3,4,4.1,-0.4,-0.8,-6,-2
COc1cc(/C=N/NC(N)=O)cc([N+](=O)[O-])c1O,2,2.1,8,33,-2,-1,3.9,0.1,-1.2,3,0
CS(=O)(=O)N1CCN(c2ccccc2NC(=S)NC(=O)c2ccco2)CC1,-1,1.7,10,-11,-11,3,1.2,1.7,-1.8,11,13
Cc1ccc(C(=O)OCC(=O)N2C(C)CCCC2C)s1 (stereo unspecified),1,1.0,13,16,3,4,-1.2,-1.6,-3.4,3,-7
O=[N+]([O-])c1ccc2[nH]c(O)c(N=Nc3ccc(F)cc3)c2c1,0,1.3,21,-2,5,1,-0.1,2.6,-3.6,-7,2
COc1ccc(OC(=O)COc2ccc(Cl)cc2)cc1,-1,2.6,-14,5,-1,4,1.0,-2.8,2.7,6,-39
CCCN(CC1CC1)C(=O)CCc1nnc(C(OC)c2ccccc2)o1 (stereo unspecified),-12,4.9,10,nt,1,3,0.9,0.9,-2.0,-20,-17
CC(C)C(=O)NC(=S)Nc1ccc(S(=O)(=O)N2CCN(C)CC2)cc1,-9,5.1,4,1,-8,-17,3.7,-0.3,-0.7,20,-25
CC(c1ccccc1)n1c(Cn2ncc3ccccc3c2=O)n[nH]c1=S (stereo unspecified),-2,3.9,6,-8,-5,-4,0.3,-0.1,-1.1,3,-5
Cn1c(Sc2ccc(C(=O)O)cc2[N+](=O)[O-])nnc1-c1ccccc1,-5,4.0,4,-15,2,9,-2.6,-2.6,-0.8,11,21
Cc1cc(N2CCN(C)CC2)nc(=S)[nH]1,5,1.4,16,-27,-1,-3,3.3,-1.0,-3.1,5,20
Cc1cc(OCC(=O)N2CCc3ccccc3C2)c2c(-c3ccccc3)cc(=O)oc2c1,-9,2.8,13,-12,-6,16,4.9,2.2,-2.2,-23,-20
O=C(COc1ccc(Br)cc1)NCCCNC(=O)c1ccncc1,-16,-0.2,4,-1,-7,-1,-0.3,0.7,-0.8,11,-6
Cc1ccc(N(C(=O)c2csnn2)C(C(=O)NC2CCCC2)c2cccnc2)c(C)c1 (stereo unspecified),1,2.3,24,-18,-10,-3,2.8,0.4,-4.5,-3,1
COC(=O)c1ccc(C2/C(=C(\O)c3ccc4c(c3)OCCO4)C(=O)C(=O)N2CCCN(C)C)cc1 (stereo unspecified),-15,0.0,4,-6,7,-2,-0.1,-3.5,-0.7,10,7

# By substructure: the entries above containing an aryl methoxy group (9)
SMILES,PKA-R2B act,phage Ecoli inh,OPRM1-OPRD1 inv,Mot1-301 SUMO,PKA-R1A act,Tat transport,AddAB inh,E coli growth,MOR-DOR ag,HTR5A inv ctr,PfHsp90 yeast 2
COc1ccc(NC(=O)COC(=O)Cc2ccc(Br)cc2)cc1,-17,6.2,-15,10,-6,-5,2.2,0.3,2.9,20,-31
COc1ccc(CCN=c2c([N+](=O)[O-])nn(-c3cccc(C)c3)n2O)cc1OC,-6,1.7,-59,20,-7,0,2.7,3.0,12,-4,-11
COC(=O)c1cc(OC)c(OCc2cc(C(=O)OC)oc2C)c(OC)c1,-3,1.3,15,0,-3,1,0.8,-0.8,-2.5,8,-16
COC(=O)C(Cc1c[nH]c2ccccc12)NC(=O)c1cc(-c2ccc(OC)c(OC)c2)oc1C (stereo unspecified),0,1.4,0,-2,-6,-1,0.3,-1.0,0.0,-12,-9
COc1ccccc1CC(=O)NCc1nn(-c2ccccc2)nc1C,12,0.8,7,-8,2,0,1.7,-1.0,-1.3,13,6
COc1ccccc1CNC(=O)COc1ccc(S(=O)(=O)N2CCCC2)cc1,-4,3.5,8,-3,-5,-6,3.1,-0.1,-1.4,-19,2
COc1ccc(C(=O)Nc2ccccc2C(=O)NC(Cc2ccc(O)cc2)C(=O)NNC(=O)c2ccccc2Cl)cc1 (stereo unspecified),0,2.6,10,-21,10,-1,1.0,-0.4,-1.9,13,-9
COc1cc(/C=N/NC(N)=O)cc([N+](=O)[O-])c1O,2,2.1,8,33,-2,-1,3.9,0.1,-1.2,3,0
COc1ccc(OC(=O)COc2ccc(Cl)cc2)cc1,-1,2.6,-14,5,-1,4,1.0,-2.8,2.7,6,-39
